Screening data (PubChem BioAssay)
MBD2 DNA inh: blocks human MBD2 binding to methylated DNA | Q9UBB5 | TR-FRET, MBD2 binding to methylated oligonucleotide | inhibition, % at 4.4 µM | 370,000 tested, 0.31% active; in the data active = inhibition above about 13%
NPR2 activator: GC-B (human) receptor activation; HEK293-GC-B cells, CNP EC30, cGMP TR-FRET; 0% at EC30 CNP, 100% saturating CNP; 370,000 tested, 0.11% active; activation, % at 10 µM; AID 1920062;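 active = activation at 10 µM reaching about 35% in either raw or pattern-adjusted values, limit read from the data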
Target sequence (P20594 whole entry, looked up): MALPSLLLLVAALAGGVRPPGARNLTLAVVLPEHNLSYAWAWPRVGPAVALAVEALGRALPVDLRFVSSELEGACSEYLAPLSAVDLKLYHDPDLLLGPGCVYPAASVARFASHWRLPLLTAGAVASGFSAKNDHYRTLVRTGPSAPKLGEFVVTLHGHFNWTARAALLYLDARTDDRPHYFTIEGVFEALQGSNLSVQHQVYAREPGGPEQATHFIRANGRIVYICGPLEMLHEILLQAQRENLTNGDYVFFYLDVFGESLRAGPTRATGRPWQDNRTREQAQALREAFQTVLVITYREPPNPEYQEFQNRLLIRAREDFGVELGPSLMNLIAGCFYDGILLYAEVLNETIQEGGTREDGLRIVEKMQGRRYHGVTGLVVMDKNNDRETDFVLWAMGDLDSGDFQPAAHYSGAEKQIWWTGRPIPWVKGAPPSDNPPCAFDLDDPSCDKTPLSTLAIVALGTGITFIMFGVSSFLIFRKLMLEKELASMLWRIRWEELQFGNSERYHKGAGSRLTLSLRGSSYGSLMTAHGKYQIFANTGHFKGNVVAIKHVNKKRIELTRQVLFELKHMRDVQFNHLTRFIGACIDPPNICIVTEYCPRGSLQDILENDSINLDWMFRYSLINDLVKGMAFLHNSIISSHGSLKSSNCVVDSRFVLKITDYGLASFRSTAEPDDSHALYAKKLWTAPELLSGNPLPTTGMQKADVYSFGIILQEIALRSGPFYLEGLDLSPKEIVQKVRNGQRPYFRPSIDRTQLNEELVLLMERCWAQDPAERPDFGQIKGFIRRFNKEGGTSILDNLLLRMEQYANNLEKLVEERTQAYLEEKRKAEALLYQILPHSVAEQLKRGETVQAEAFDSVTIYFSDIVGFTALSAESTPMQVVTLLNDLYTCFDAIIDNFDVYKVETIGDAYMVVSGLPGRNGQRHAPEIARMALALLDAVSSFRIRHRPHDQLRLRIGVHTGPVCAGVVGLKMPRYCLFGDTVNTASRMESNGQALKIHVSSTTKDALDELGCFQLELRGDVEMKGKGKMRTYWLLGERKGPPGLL
SIAE inh: blocks human sialic acid acetylesterase; inhibition, % at 9.66 µM; 370,000 tested, 0.69% active; SIAE FP-Rh probe binding, fluorescence polarization; Q9HAT2; AID 1053197;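 active = inhibition above a cutoff: mean of compounds within the control limits plus 3 SD of those, cut at about 17% in these data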;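 also: 0% = plate median of compound wells and 100% = probe without SIAE protein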
TCR CD3 inh: human TCR-CD3 binding inhibition; inhibition, % at 9.4 µM; TAMRA-labeled TCR probe fluorescence, biochemical; 360,000 tested, 0.37% active; in the data active = inhibition above about 19%;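 also: recombinant mutant TCR 2C K166C tagged with TAMRA read by polarization; 0% = receptor in buffer alone and 100% = receptor with positive control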
rCAG RNA binder: binds r(CAG) RNA repeats. r(CAG) RNA repeat, TO-PRO-1 dye displacement fluorescence. inhibition, % at 3 µM. 370,000 tested, 1.3% active. AID 651821;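 active = inhibition above the plate cutoff, the mean of all test compounds on that plate plus 3 SD, cut at about 35% in these data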;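 also: 0% = DMSO alone and 100% = 100 µM mitoxantrone as full dye displacement; higher means more dye released from RNA so lower well fluorescence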
PRMT1 inh: PRMT1 (human) inhibition, primary screen. Q99873. recombinant PRMT1, activity-based probe fluorescence polarization. inhibition, % at 2.79 µM. 370,000 tested, 1.3% active. AID 652257;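 active = inhibition above about 21% made by adding two undisclosed values, limit read from the data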
LEDGF integ inh: blocks HIV-1 LEDGF/p75-dependent DNA integration | TR-FRET IN-LEDGF/p75 DNA integration, Eu/Cy5 | inhibition, % at 3.7 µM | 370,000 tested, 0.64% active | AID 743269;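 active = inhibition above the screen-wide mean plus 3 SD, cut at about 13% in these data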;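 also: signal is the Cy5 over europium emission ratio at 671 and 618 nm; 0% = plate median of compound wells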
ABHD4 inh: inhibitors of mouse ABHD4; purified mABHD4, FP-Rh probe fluorescence polarization; AID 720543; inhibition, % at 8.92 µM; 370,000 tested, 0.54% active;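 active = inhibition exceeding the mean over every tested compound plus 3 SD, cut at about 30% in these data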;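 also: 0% = plate median of compound wells and 100% = S159A mutant with DMSO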
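Assay system: mouse ABHD4 enzyme, wild type / Also added: fluorescent activity-based probe FP-Rh / Doses: single nominal dose of 8.92 µM, 0.89% DMSO final / Timing: 45 min compound pre-incubation plus 60 min probe step, 25 °C / Signal: FP readout, ex 525 nm / em 598 nm / Control set: S159A mutant/DMSO as 100%, compound-well median as 0%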
TDP2 absorb: TDP2 (human) inhibition, absorbance primary screen | 370,000 tested, 0.34% active | O95551 | inhibition, % at 12.8 µM | recombinant TDP2, T5PNP hydrolysis, p-nitrophenol absorbance 415 nm;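 active = inhibition above the mean of all tested compounds plus 3 SD, set per campaign, cut at about 25% in these data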;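 also: 0% = DMSO with enzyme and 100% = buffer with substrate but no TDP2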
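Evaluation: % inhibition relative to enzyme-containing and enzyme-free wells. Material: recombinant human TDP2. Benchmarks: enzyme-free and DMSO wells. Timing: enzyme reaction with compound for 2 h at 37 °C. Compound dosing: 12.8 µM only. Measured by: p-Nitrophenol epi absorbance. Reagent: T5PNP substrate at 5 mM, a TopII-DNA adduct mimic. Replication: single well per compound.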
HTRA1 inhibitor: inhibitors of human serine peptidase HTRA1; inhibition, % at 5.96 µM; Q92743; 340,000 tested, 0.5% active; AID 504803; recombinant HTRA1, FP-rhodamine activity-based probe, fluorescence polarization; in the data active = inhibition above about 36%;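 also: 0% = enzyme with DMSO and 100% = wells lacking enzyme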
* = called active by the depositor; nt = no result given. These rows are one share of the data; count on the stated rates, not on these rows.

SMILES	MBD2 DNA inh	NPR2 activator	SIAE inh	TCR CD3 inh	rCAG RNA binder	PRMT1 inh	LEDGF integ inh	ABHD4 inh	TDP2 absorb	HTRA1 inhibitor
COCCNC(=O)c1cccc(OC2CCN(Cc3ccccc3OC(F)F)CC2)c1	-2	3	-7	-10	-10	-4	0	1	8	0
O=C(OCc1ccccc1F)c1cnc(Cl)c(Cl)c1	-6	6	-1	-5	-1	-4	2	-2	10	-5
COc1ccc(CN=CC2=C(O)CNC2=O)cc1OC	-5	-8	-3	5	2	0	-4	-4	-9	1
Cc1ccccc1OC(C)C(=O)N1CCN(c2ccccn2)CC1 (stereo unspecified)	1	-5	4	-4	-7	-3	1	-5	-12	0
CC1CCN(C(=O)CN2C(=O)C(=O)N(C(C)C)C2=O)c2ccccc2S1 (stereo unspecified)	-6	4	3	2	4	0	4	0	-15	1
C=CCNC(=O)N1CCN(Cc2nc3ccccc3c(=O)[nH]2)CC1	-2	-2	4	nt	0	-2	-1	6	6	nt
CCN(CC)S(=O)(=O)c1ccc(NC2CCCc3ccccc32)nc1 (stereo unspecified)	2	-8	-1	-2	-8	-1	0	-4	-3	-29
CCN1CCc2c(sc(NC(=O)c3ccc(S(=O)(=O)N(C)CC4CCCO4)cc3)c2C(N)=O)C1 (stereo unspecified)	-4	-2	-1	4	-3	-2	1	3	-14	-5
O=C(CSc1nnc(-c2ccc3c(c2)OCO3)o1)Nc1ncc(C(F)(F)F)cc1Cl	1	-2	3	3	3	2	1	-3	-14	2
O=C(CSc1nnc(-c2cccc(S(=O)(=O)N3CCCCC3)c2)o1)NCCC1=CCCCC1	-1	-8	3	2	0	-3	-2	-4	-10	-2
Cc1csc(NC(=O)c2ccc(S(C)(=O)=O)cc2)n1	-4	5	9	-1	0	11	0	5	3	4
O=C(CN1C(=O)c2cccc([N+](=O)[O-])c2C1=O)N1CCN(S(=O)(=O)c2ccccc2)CC1	-1	3	-1	-4	0	-3	3	-1	2	-1
Cc1cc2nc3c(nc2cc1C)C1(C(=O)N(C)C)CCC3(C)C1(C)C (stereo unspecified)	-1	1	-1	2	-5	-2	2	7	4	3
CCS(=O)(=O)c1ccc(O)c(NC(=O)Nc2ccccc2)c1	1	3	-2	-5	5	6	-4	6	1	3
C/C(=N/NC(=O)c1ccco1)c1ccc(NC(=O)c2ccc(F)cc2)cc1	14*	6	0	2	-4	2	-1	-10	-16	-7
CCOC(=O)C(C)n1nc(C)c2sc3ccccc3c2c1=O (stereo unspecified)	0	-1	0	0	-4	1	-3	9	4	-6
Cc1ccc(N(CC(=O)Nc2cc(C)cc(C)c2)S(=O)(=O)c2c(C)noc2C)cc1	-4	-3	-15	5	2	-8	0	-5	12	-29
CCCNC(=O)CSc1n[nH]c(=O)n1CCc1ccccc1	-4	1	5	10	-3	1	0	-1	2	2
O=c1[nH]c2cc(Cl)c(Cl)cc2o1	-4	7	-2	1	0	-6	3	-7	-6	-1
O=C1c2ccccc2C(Nc2ccc3c(c2)OCO3)N1Cc1ccc2c(c1)OCO2 (stereo unspecified)	-1	-5	8	1	12	15	1	15	-10	8
O=c1cc(CSc2nc(NCc3ccc(Cl)cc3)c3ccccc3n2)nc2ccc(Cl)cn12	-1	14	10	-1	0	-1	-2	11	10	-7
Cn1c(=O)[nH]c(=O)c2c1nc1n2CCCN1Cc1ccccc1	-5	1	4	2	-1	5	1	2	3	nt
COc1ccc(NC(=O)CC2SC(N3CCOCC3)=NC2=O)c(OC)c1 (stereo unspecified)	6	1	4	-2	6	5	2	-2	7	3
CC(=O)Nc1ccc(S(=O)(=O)N(C)CC(=O)N(C)Cc2sccc2C)cc1	9	-5	-2	6	3	-2	3	2	11	3
Cc1cccc(C)c1N=Cc1c(C(F)(F)F)[nH][nH]c1=O	4	3	17	-3	1	1	-4	4	-3	4
SMILES	MBD2 DNA inh	NPR2 activator	SIAE inh	TCR CD3 inh	rCAG RNA binder	PRMT1 inh	LEDGF integ inh	ABHD4 inh	TDP2 absorb	HTRA1 inhibitor
CCN1CCN(CCNC(=O)c2ccc3c(c2)NC(=O)/C(=C\c2ccc(OC)c(OC)c2)S3)CC1	-1	-1	-2	-4	2	3	0	-1	4	0
O=C(Cn1c(=S)[nH]c2ccccc2c1=O)N1CCc2ccccc2C1	-3	0	-3	5	1	0	1	-2	3	1
Cc1ccnc(NC(=O)c2cc(S(=O)(=O)NCc3ccccc3)ccc2C)c1	-2	1	-2	3	-2	-2	-3	0	9	-14
COCCN(C(=S)Nc1cc(C)ccc1C)C(C)c1cccnc1 (stereo unspecified)	3	-3	-3	2	2	0	-1	5	-3	4
COc1ccc(C2Nc3ccccc3C(=O)N2c2ccccc2)cc1COc1ccccn1 (stereo unspecified)	-1	-3	8	9	1	-2	-4	-1	2	-4
CCOC(=O)n1c(=O)n(Cc2ccc(Cl)cc2Cl)c2ccccc21	-2	10	-4	1	0	-1	0	-13	-9	-32
CNC(=O)C[C@H]1C(=O)N(Cc2ccccc2)C[C@@H]1C	-1	3	4	-3	2	-5	4	-1	0	8
Cc1cc(C(=O)N/N=C/c2ccc(N(C)C)o2)cs1	-4	-2	6	6	9	7	6	-1	8	2
C[C@@H]1CN([C@@H](C)CO)C(=O)CCCn2nncc2CO[C@H]1CN(C)C(=O)Nc1ccc(N2CCCCC2)cc1	5	3	6	0	1	-1	-1	2	0	-2
COc1ccccc1C(CNC(=O)c1ccc(C)c(S(=O)(=O)N2CCCCC2)c1)N1CCCC1 (stereo unspecified)	1	-6	-2	1	-4	1	-6	-7	-5	1
CC(C)(C)c1ccc(-c2csc(N3CCC(C(N)=O)CC3)n2)cc1	0	-11	4	nt	nt	2	3	35*	-6	nt
COC(=O)C(Cc1cnc(Cl)s1)(C(=O)OC)c1ccc([N+](=O)[O-])cc1[N+](=O)[O-]	-1	0	0	4	3	2	2	6	-8	-6
CCc1ccc(-c2nnn(CCC#N)n2)cc1	7	3	1	0	-1	3	1	2	2	5
COc1cc(C)nc(N2CCCC(C(=O)Nc3cc(Cl)ccc3OC)C2)n1 (stereo unspecified)	-4	-16	3	2	-1	1	-2	-2	4	-2
Cc1cc(C(=O)CCC(=O)N(C)CC(=O)Nc2c(Cl)cccc2Cl)c(C)s1	2	3	4	5	-2	28*	1	3	-3	-3
Cc1cc(O)c(Sc2ccc(Cl)cc2)c(=O)[nH]1	2	0	2	-1	0	2	-2	2	1	2
CCOC(=O)CSc1nc2cc(C(=O)N3CCC(C(N)=O)CC3)ccc2c(=O)n1C1CCCCC1	-1	-1	2	1	-5	0	-5	3	4	7
CCCOc1ccc(NC(=O)C2CCCNC2=O)cc1 (stereo unspecified)	3	2	-5	-6	-1	1	0	4	9	2
COc1ccc(/C=C2/NC(=O)N(Cc3ccccc3F)C2=O)cc1OC	-3	2	3	-3	2	3	-3	1	-6	-6
Cc1ccc(C(=O)OCCN2CCN(c3ncc(C(F)(F)F)cc3Cl)CC2)cc1	-6	9	5	3	-4	0	-1	5	-7	-2
Cn1c(=O)c2c(ncn2CC(=O)Nc2ccccc2Sc2ccccc2)n(C)c1=O	2	-1	-1	1	-3	-2	0	-1	6	-12
O=C(COc1ccccc1Cl)NNC(=O)c1cc(S(=O)(=O)N2CCOCC2)ccc1N1CCCC1	-1	-1	4	7	-1	-2	6	2	14	0
Cc1cccc(C)c1-n1nnnc1C(c1ccccc1OC(F)(F)F)N1CCN(C/C=C/c2ccccc2)CC1 (stereo unspecified)	-3	-3	-1	-13	1	-3	2	5	-12	nt
COc1ccc(NC(=O)CC2CC3CCC2C3)cn1 (stereo unspecified)	1	0	-6	2	-3	3	2	-1	-2	6
Cc1cccc(C)c1OCC(=O)N(Cc1ccc(Cl)cc1)C1CCS(=O)(=O)C1 (stereo unspecified)	3	-15	-2	-4	-4	-2	3	-15	-24	-2

Results in LEDGF integ inh and ABHD4 inh, for two of the compounds above:
SMILES	LEDGF integ inh	ABHD4 inh
Cc1ccc(C(=O)OCCN2CCN(c3ncc(C(F)(F)F)cc3Cl)CC2)cc1	-1	5
Cn1c(=O)c2c(ncn2CC(=O)Nc2ccccc2Sc2ccccc2)n(C)c1=O	0	-1

(more compounds)
SMILES	MBD2 DNA inh	NPR2 activator	SIAE inh	TCR CD3 inh	rCAG RNA binder	PRMT1 inh	LEDGF integ inh	ABHD4 inh	TDP2 absorb	HTRA1 inhibitor
Cc1cccc(NC(=O)CSc2ccc(-c3ccco3)nn2)c1C	0	-1	7	4	2	3	-1	4	0	-1
O=C1c2ccc(-c3ccc4c(c3)C(=O)N(CCCO)C4=O)cc2C(=O)N1CCCO	-1	0	3	5	-2	-3	3	0	-20	4
CC(C)(C)NC(=S)Nc1ccc(Br)cc1	5	0	1	-1	-2	-2	-3	1	-2	0
COc1ccc(C(CNC(=O)C(Cc2ccccc2)NC(N)=O)N(C)C)cc1 (stereo unspecified)	2	0	-3	2	-3	-1	0	2	7	3
CCCCCCCCN1C(=O)[C@H](CC(=O)NCCCCc2ccccc2)C[C@@]2(C(=O)OC)CC(C)(C)CC=C12	-3	-2	2	1	3	-1	3	4	5	nt
CCc1cccc(CC)c1NC(=S)NCc1ccc2[nH]c(C)cc2c1	4	5	3	0	18	1	-3	3	-5	18
Cc1cccc(OCC(=O)Nc2nnn(C)n2)c1C	7	1	-7	2	4	-1	2	-17	-2	3
CCOC(=O)c1cn(Cc2cccc(C)c2)nn1	-5	-2	4	7	3	0	2	3	-11	0
O=C(C[C@H]1C(=O)N(CCc2ccccc2)C[C@@H]1Cc1ccccc1)Nc1ccc(Br)cc1	-1	5	-35	3	5	0	0	-12	-2	-57
CCOc1ccc(Nc2n[nH]c(=S)s2)cc1	2	-5	4	2	1	14	-1	-2	6	2
O=[N+]([O-])/C(C(Cl)=C(Cl)Cl)=C(/NC1CC1)Sc1ccccc1	0	3	-1	5	0	4	-4	-1	2	-4
NC(=O)c1cc2ccncc2c2ccccc12	1	-3	1	3	0	-2	3	3	9	6
CC1(C(=O)NS(=O)(=O)c2ccc(C#N)cc2)CCN1C(=O)CC1CC1 (stereo unspecified)	0	3	-4	4	1	-2	0	4	11	nt
COc1ccc(C(=O)N2CCN(c3cccc(Cl)c3)CC2)c(OC)c1	-3	-1	0	2	-4	0	-2	10	1	1
NS(=O)(=O)c1ccc(NC(=O)c2cc(Cl)sc2Cl)cc1	2	-3	-9	-3	6	1	-3	-4	-10	-10
Cc1cc(CN2CCC(N3CCC(C(=O)NC4CC4)CC3)CC2)cc(C)c1O	3	1	2	2	-3	2	-1	1	3	0
NC(=S)N/N=C/c1cccc(/C=N/NC(N)=S)c1	-11	1	-2	1	4	7	0	1	7	-6
Cc1[nH]c2ccccc2c1C(=O)C(=O)N1CC=C(c2ccccc2)CC1	-1	-1	13	2	5	-1	-2	1	-4	-25
COC(=O)C(C)Oc1ccc2c3c(c(=O)oc2c1)CCCCC3 (stereo unspecified)	0	-3	1	-2	-6	-1	-2	4	7	-2
CN(C)S(=O)(=O)c1cccc(-n2sc3ccccc3c2=O)c1	-2	5	-16	6	8	102*	-2	-41	-8	-9
Clc1ccc(OCCn2cnc3ccccc32)c(Cl)c1	3	21	4	-1	-4	-1	0	-1	1	-23
